# SUMO1-SIM PPI – modulators of human SUMO1-mediated protein-protein interactions. P63165. SUMO1 binding to a labelled peptide, TR-FRET, 1 h. inhibition, % at 20 µM. hit rate 0.33% among 360,000; in the data active = inhibition above about 37%
# DNMT1 block – DNMT1 (human) enzyme inhibition; P26358; DNMT1 molecular beacon, Hinp1I cleavage, fluorescence; inhibition (reported as % activation of signal), % at 10 µM; hit rate 0.83% among 360,000; in the data active = inhibition above about 50%
# CSN deneddyl inh – CSN deneddylation inhibition; Q92905; Purified CSN, SCF-Nedd8-OG deneddylation, fluorescence polarization; inhibition, % at 12.5 µM; hit rate 0.38% among 360,000; AID 651999;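 active = pattern-corrected inhibition above about 35%, with an unprinted fluorescence ratio check between 0.5 and 1.5, limit read from the data, passing the limit was not always enough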;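 note: 0% = enzyme with substrate and 100% = substrate without enzyme; some results filed as inactive read as strong as hits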
# Target sequence (Q92905 whole entry, looked up, one chain of several): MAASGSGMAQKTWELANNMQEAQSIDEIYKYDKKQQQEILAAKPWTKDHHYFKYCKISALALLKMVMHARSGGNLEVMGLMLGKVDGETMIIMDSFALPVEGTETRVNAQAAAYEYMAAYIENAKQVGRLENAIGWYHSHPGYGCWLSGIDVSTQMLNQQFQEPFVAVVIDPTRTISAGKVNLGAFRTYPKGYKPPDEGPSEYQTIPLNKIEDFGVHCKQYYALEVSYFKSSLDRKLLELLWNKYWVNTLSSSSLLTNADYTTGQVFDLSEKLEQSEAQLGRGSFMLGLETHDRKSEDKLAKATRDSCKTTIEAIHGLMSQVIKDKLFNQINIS
#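 Schedule: reaction 90 min, room temperature / Assay system: HEK293T-derived human Csn5 enzyme / Input: Csn5 at 0.24 nM final / Measure: inhibition of Csn5 cleavage, % / Control set: substrate-only high control, full reaction low control / Technique: fluorescence polarization of the substrate / Buffer or medium: Tris/NaCl/DTT buffer, pH 7.5 / Reagent: SCFSkp2-Nedd8OG substrate at 10 nM final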
# Rpn11 block – inhibitors of human proteasome Rpn11. O00487. calls only at 20 µM. AID 588493. human 26S proteasome, Ub4-pepOG fluorescence polarization; 20S core pre-blocked with epoxomicin. hit rate 0.59% among 360,000;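 active = inhibition at 20 µM, scaled to each plate's controls, above about 33%, limit read from the data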
# Target sequence (O00487 whole entry, looked up): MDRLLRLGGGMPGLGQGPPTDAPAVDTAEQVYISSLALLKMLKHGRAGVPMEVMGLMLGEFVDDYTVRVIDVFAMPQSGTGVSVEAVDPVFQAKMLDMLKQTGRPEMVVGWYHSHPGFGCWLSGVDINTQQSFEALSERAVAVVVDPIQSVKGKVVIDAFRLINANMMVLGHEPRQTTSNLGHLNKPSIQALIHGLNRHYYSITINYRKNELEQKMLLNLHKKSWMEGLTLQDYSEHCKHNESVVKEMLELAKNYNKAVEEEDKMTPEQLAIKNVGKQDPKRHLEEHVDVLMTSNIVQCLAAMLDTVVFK
# LMPTP inh – blocks human LMPTP phosphatase | P24666 | recombinant LMPTP-A, OMFP fluorogenic substrate, fluorescence intensity | inhibition, % at 20 µM | hit rate 0.22% among 360,000 | AID 651560;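 active = compounds that cut the enzyme signal by at least half of the control window in the single-dose screen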;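 note: plate controls were DMSO wells with enzyme plus substrate for no effect and substrate without enzyme for full effect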
# Target sequence (P24666 whole entry, looked up): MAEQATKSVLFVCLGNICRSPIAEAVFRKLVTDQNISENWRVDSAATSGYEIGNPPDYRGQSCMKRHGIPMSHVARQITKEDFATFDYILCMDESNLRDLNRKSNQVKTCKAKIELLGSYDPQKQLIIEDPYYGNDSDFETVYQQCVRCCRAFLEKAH
#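 Material: LMPTP-A; amount: 0.625 nM enzyme; doses: single 20 µM dose; times: reaction 50 min, room temperature, dark; technique: fluorescence intensity of OMFP turnover product; benchmarks: no-enzyme and uninhibited controls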
# TbMetRS inhib – blocks T. brucei methionyl-tRNA synthetase activity. hit rate 0.4% among 360,000. inhibition, % at 11.9 µM. AID 624268. purified T. brucei MetRS, ATP depletion, Kinase-Glo luminescence;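 active = inhibition above a per-plate cutoff of the control wells' mean inhibition plus 3 SD, cut at about 5.5% in these data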;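 note: 0% = DMSO wells median and 100% = median of wells with control inhibitor compound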
#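 Material: parasite MetRS enzyme / Replication: singlicate, one well per compound / Signal: luminescence of leftover ATP / Schedule: 2 h aminoacylation at 25 °C after 15 min preincubation / Medium: HEPES-MgCl2-KCl buffer plus DTT, spermine, BSA, pyrophosphatase / Doses: 11.9 µM single point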
# STEP inh – STEP (human) phosphatase inhibition | P54829 | recombinant STEP, OMFP fluorogenic substrate, fluorescence | inhibition, % at 20 µM | hit rate 0.25% among 360,000;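 active = inhibition at 20 µM, scaled per plate between control wells, above about 37%, limit read from the data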;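 note: 0% = DMSO with enzyme and substrate and 100% = substrate only without enzyme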
#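 Material: STEP (striatal-enriched tyrosine phosphatase) enzyme, cell-free; Compound dosing: 20 µM single dose in 1% DMSO; Technique: fluorescence read at 480 nm ex / 540 nm em; Times: reaction 20 min, ambient temperature; Medium: 50 mM Bis-Tris pH 6.0 with 2.5 mM DTT and 0.005% Tween 20; Also added: OMFP at 25 µM.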
# MsrA inhibitor – inhibitors of bovine MsrA. hit rate 0.75% among 360,000. inhibition, % at 15.5 µM. purified bovine MsrA, absorbance read-out. AID 651718; in the data active = inhibition above about 4.5%;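 note: 0% = vehicle wells with enzyme and 100% = reference inhibitor wells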
# Scp-1 inhibitor – Scp-1 (human) phosphatase inhibition | Q9GZU7 | Recombinant Scp1, phosphopeptide, malachite green phosphate absorbance | inhibition, % at 20 µM | hit rate 0.88% among 340,000 | AID 493091;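 active = inhibition above about 50% at 20 µM, limit read from the data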;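 note: plate controls were DMSO wells with enzyme for no effect and wells lacking enzyme for full effect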
# Target sequence (Q9GZU7 76-261 limits assumed): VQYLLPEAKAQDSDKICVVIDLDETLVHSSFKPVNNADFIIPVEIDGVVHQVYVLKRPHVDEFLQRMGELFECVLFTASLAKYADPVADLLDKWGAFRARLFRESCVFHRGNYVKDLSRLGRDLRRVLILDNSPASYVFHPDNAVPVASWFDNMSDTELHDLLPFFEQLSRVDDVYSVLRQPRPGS
#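 Test system – truncated SCP-1 phosphatase (76-261aa) · Reagent – Phosphorylated 17-residue peptide substrate · Incubation – 45 min room-temperature reaction, 5 min colour, 30 min stabiliser · Detection – colorimetric phosphate reagent with accelerator and stabiliser, absorbance at 630 nm · Measure – % inhibition at 20 µM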
# NadD block – blocks S. aureus nicotinate mononucleotide adenylyltransferase. purified NadD enzyme, colorimetric absorbance read-out. inhibition, % at 20 µM. hit rate 0.78% among 360,000. AID 602399; in the data active = inhibition above about 26%; note: some compounds past the cut are filed as inactive
# Numbers without * were called inactive; i = inactive; . = no result given.
SUMO1-SIM PPI	DNMT1 block	CSN deneddyl inh	Rpn11 block	LMPTP inh	TbMetRS inhib	STEP inh	MsrA inhibitor	Scp-1 inhibitor	NadD block	Structure
10	5	6	i	-0.4	-0.5	4	2.2	1	-2	Cc1cccc(NC(=O)c2cc(-c3ccco3)nc3ccccc23)n1
-1	-7	-2	i	0.9	-0.4	2	-1.4	-9	-3	O=C(O)C1CCCCC1C(=O)Nc1ccccc1Nc1ccccc1 (stereo not drawn)
0	0	6	i	2.4	-0.6	3	0.8	-5	-6	COc1ccc(/C=C(/C(=O)NCc2ccccc2)c2ccccc2)cc1
-18	-14	0	i	0.9	-0.1	1	0.6	-6	-5	COc1ccc2cc(-c3ccccc3F)ncc2c1
6	-5	1	i	2.7	1.2	-5	2.6	-10	-4	CC(=O)c1c(C)[nH]c(C(=O)CSc2nc3ccc(C)cc3[nH]2)c1C
-26	3	4	i	-1.7	-0.1	2	0.1	.	-5	CSc1nc(=O)[nH]nc1Sc1ccccc1
0	-6	-8	i	-0.3	0.7	0	-0.4	-11	4	CC1CN(S(=O)(=O)c2ccc(C(=O)Nc3ccc(S(=O)(=O)Nc4nccs4)cc3)cc2)CC(C)O1 (stereo not drawn)
-4	0	6	i	-0.4	-0.7	1	0.4	-2	-1	CCOc1ccc(C(=O)NC(=S)Nc2ccc(NC(=O)c3ccco3)c(C)c2)cc1[N+](=O)[O-]
2	1	-3	i	-0.7	-0.3	1	2.6	-1	0	CC(=O)Nc1ccc(S(=O)(=O)NCCC(=O)N2CCCCC2)cc1
2	-4	-1	i	-1.4	0.4	0	1.1	-1	6	O=C(Cc1cccs1)NCc1ccc2c(c1)OCO2
3	-2	3	i	0.3	0.4	0	-0.1	-3	4	C[C@H]1C=C(C(=O)N2CCOCC2)O[C@@H](OCc2ccc(CO)cc2)C1
4	1	-1	i	-0.1	-0.1	-2	-0.3	-11	-5	O=C(N/C(=C/c1cccnc1)C(=O)N1CCOCC1)c1ccccc1F
-7	-2	-1	i	0.5	-0.4	1	0.4	-7	-5	Cn1ncc2c(Nc3ccc4ccccc4c3)ncnc21
2	2	-1	i	-0.6	-0.4	-2	0.3	-2	1	C=CCN(C(=O)CCC(=O)Nc1cc(C)on1)C(C(=O)NC(C)(C)C)c1cccc(OC)c1OC (stereo not drawn)
-2	-5	-6	i	0.2	-1.2	3	0.7	0	-4	OC(CN1CCN(c2ccccc2)CC1)Cn1c2ccccc2c2ccccc21 (stereo not drawn)
6	-20	2	i	11	-0.1	4	0.9	.	5	O=C(NCc1ccncc1)Nc1ccc(Cc2ccc(NC(=O)NCc3ccncc3)cc2)cc1
2	1	1	i	-0.5	-0.4	1	0.6	-7	-7	O=C(COc1ccc(Br)cc1)Nc1ccccc1C(=O)NC1CC1
-16	-1	4	i	-0.8	-1.2	0	1.5	-10	-3	CN1CCN(C(=O)c2cc3nc(-c4ccccc4)cc(C(F)(F)F)n3n2)CC1
-23	-6	3	i	28	0.1	1	-1.6	-4	-2	CN(C)CCCNc1nc(-c2ccccc2)nc2ccccc12
-3	2	1	i	-1.1	0.1	7	-0.9	-4	0	O=C(Nc1n[nH]c(C(F)(F)F)n1)c1cccs1
0	1	2	i	0.1	0.3	2	0.8	-3	0	c1ccc(C2=Nn3c(Cn4nnc5ccccc54)nnc3SC2)cc1
-3	-3	-9	i	-3.4	0.0	2	1.1	1	0	CCn1c(CSCc2ccccc2)n[nH]c1=S
-1	10	6	i	1.6	-0.4	1	.	-3	7	C#CCn1c(=NC(=O)CSC(C)=O)sc2cc(F)ccc21
1	-1	2	i	-1.8	-0.5	5	0.0	-8	1	CN(C)C(CNC(=S)Nc1ccc(F)cc1)c1cccnc1 (stereo not drawn)
-7	-20	-2	i	0.7	0.6	-5	1.9	-3	-5	Cc1ccc(SCc2[nH]nc3c2C2(C(=O)Nc4ccc([N+](=O)[O-])cc42)C(C#N)=C(N)O3)cc1 (stereo not drawn)
-2	-2	-3	i	2.3	-0.2	1	-0.3	0	-6	CCCC(=O)Nc1nc(-c2ccc(OC)cc2)cs1
6	5	-2	i	-0.5	-1.0	-7	0.9	-14	0	O=C(CSc1ccc(Cl)cc1)NCC1CCCO1 (stereo not drawn)
6	-4	3	i	2.8	-1.1	4	-0.4	.	-2	Cc1ccccc1CN1C[C@H]2CON(C)[C@H]2C[C@H]1c1cccc(Br)c1
4	-2	-6	i	-0.4	0.4	1	-1.4	-7	4	Cc1cccn2cc(CNC(=O)c3ccc(Br)o3)nc12
-3	6	-1	i	-0.4	-0.4	-2	0.1	0	-5	CCN(CC)S(=O)(=O)c1cccc(NC(=O)COC(=O)C2CC3C=CC2C3)c1 (stereo not drawn)

# An excerpt from above in order of their number in TbMetRS inhib, lowest first.
mol	SUMO1-SIM PPI	DNMT1 block	CSN deneddyl inh	Rpn11 block	LMPTP inh	TbMetRS inhib	STEP inh	MsrA inhibitor	Scp-1 inhibitor	NadD block
CN1CCN(C(=O)c2cc3nc(-c4ccccc4)cc(C(F)(F)F)n3n2)CC1	-16	-1	4	i	-0.8	-1.2	0	1.5	-10	-3
O=C(Nc1n[nH]c(C(F)(F)F)n1)c1cccs1	-3	2	1	i	-1.1	0.1	7	-0.9	-4	0
c1ccc(C2=Nn3c(Cn4nnc5ccccc54)nnc3SC2)cc1	0	1	2	i	0.1	0.3	2	0.8	-3	0

# Further structures follow:
SUMO1-SIM PPI	DNMT1 block	CSN deneddyl inh	Rpn11 block	LMPTP inh	TbMetRS inhib	STEP inh	MsrA inhibitor	Scp-1 inhibitor	NadD block	Structure
1	-2	0	i	-1.1	0.1	0	0.6	-11	-2	CC1Cc2ccccc2N1C(=O)CN1C(=O)COc2ccccc21 (stereo not drawn)
-10	4	-2	i	-0.9	-0.9	-1	-1.1	-2	-2	CC(C)CCN1C(=O)c2ccc(C(=O)N3CCCCC3)cc2C1=O
4	-5	-9	i	0.8	-0.4	-1	-1.2	0	-2	CCc1ccc(-c2cc(C)no2)cc1S(=O)(=O)NCCc1ccc(S(N)(=O)=O)cc1
0	1	-5	i	-0.4	-0.3	0	-0.8	-8	-1	NC(=O)NC(CC(=O)NNC(=O)c1ccccn1)c1ccccc1Cl (stereo not drawn)
38	100*	3	i	4.5	7.3*	5	2.3	0	-2	CCOC(=O)c1c(N)n(CCOC(=O)c2cccs2)c2nc3ccccc3nc12
-17	-1	7	i	-0.3	3.5	-3	0.0	-20	-2	COc1ccc2nccnc2c1[N+](=O)[O-]
-4	1	-2	i	-0.5	-0.4	1	-1.9	-5	0	Cc1nc2cc(N)ccc2n1C1CCCCC1
1	3	0	i	-0.9	0.3	2	-0.5	-5	-3	CCN(CC)S(=O)(=O)c1ccc(C(=O)Nc2cc(C)on2)cc1
4	-1	-2	i	0.2	-0.5	0	-0.1	-2	1	COC(=O)c1ccc(COC(=O)C(CCS(C)(=O)=O)N2C(=O)c3ccccc3C2=O)cc1 (stereo not drawn)
2	2	5	i	-2.4	-0.5	0	0.6	1	1	CCN1CCN(C(=O)CN2C(=O)COc3ccc(C)cc32)CC1
-1	-1	1	i	0.2	0.5	-2	-1.1	4	0	CN1CCCC1c1cccnc1 (stereo not drawn)
-10	-4	-1	i	-1.4	0.2	3	0.1	19	-2	CCCN1C(=S)SC(C)(C)C1/[N+]([O-])=C/c1ccc(S(=O)(=O)NC)cc1 (stereo not drawn)
12	0	4	i	-1.4	-0.1	0	-1.2	0	-1	O=C(COc1ccc(Cl)cc1)N(Cc1ccco1)C1CCS(=O)(=O)C1 (stereo not drawn)
-5	-2	-3	i	-1.0	-0.2	3	0.5	-15	-3	CC12CCC(C(=O)NNc3ccccc3)(C(=O)C1=O)C2(C)C (stereo not drawn)
7	7	4	i	-1.6	-0.4	0	-1.1	-10	-5	Cc1ccc(Nc2cc(C)nc3ncnn23)c(C)c1
2	2	3	i	-0.3	0.5	0	0.9	0	2	CCc1nc(SCc2ccc(OCC(C)C)cc2)n[nH]1
-1	2	-4	i	-1.3	-0.1	0	0.8	-4	-4	COc1ccccc1NC(=O)Nc1cccc(C)n1
-1	1	-1	i	-1.7	-1.8	-2	0.2	-6	-8	Cn1c(=O)c2c(nc(Cc3ccccc3)n2C)n(C)c1=O
-1	0	10	i	-0.6	-0.6	-2	0.1	-5	-3	Cc1ccccc1NC(=O)c1cc[n+]([O-])cc1
-3	2	-4	i	-5.2	-0.5	0	0.4	3	-12	Cc1cc(C)cc(SCc2noc(C(=O)NCCN(C)C)c2C(=O)NCCN(C)C)c1
-1	-1	5	i	-1.6	-1.4	0	0.0	-2	-5	CSc1nnnn1-c1ccc(C(=O)O)cc1
9	0	1	i	-1.2	-0.3	-1	0.0	-9	7	COc1cc(OC)cc(C(=O)N2CCCc3ccccc32)c1
-5	-1	6	i	3.9	-0.3	3	1.2	21	2	CCCCNc1c(-c2ccc(-c3cccc(Cl)c3)cc2)nc2ccc(Cl)cn12
-2	-3	6	i	1.9	0.5	0	-0.4	-6	-2	CCN(C(=O)c1ccc(NC(C)=O)cc1)c1ccccc1
-5	-2	5	i	-1.1	-0.8	0	0.2	-5	-7	COc1ccc(OCC(=O)Nc2ccc3nc(C)sc3c2)cc1
3	1	2	i	0.5	-0.1	1	0.8	-4	3	Cc1ccc(S(=O)(=O)NCc2ccccc2)cc1C(=O)N1CCCC(C(F)(F)F)C1 (stereo not drawn)

# As a short view, 4 of the compounds above.
SUMO1-SIM PPI	DNMT1 block	CSN deneddyl inh	Rpn11 block	LMPTP inh	TbMetRS inhib	STEP inh	MsrA inhibitor	Scp-1 inhibitor	NadD block	Structure
1	-2	0	i	-1.1	0.1	0	0.6	-11	-2	CC1Cc2ccccc2N1C(=O)CN1C(=O)COc2ccccc21 (stereo not drawn)
-10	4	-2	i	-0.9	-0.9	-1	-1.1	-2	-2	CC(C)CCN1C(=O)c2ccc(C(=O)N3CCCCC3)cc2C1=O
4	-5	-9	i	0.8	-0.4	-1	-1.2	0	-2	CCc1ccc(-c2cc(C)no2)cc1S(=O)(=O)NCCc1ccc(S(N)(=O)=O)cc1
0	1	-5	i	-0.4	-0.3	0	-0.8	-8	-1	NC(=O)NC(CC(=O)NNC(=O)c1ccccn1)c1ccccc1Cl (stereo not drawn)

# Screens as filed in PubChem.
